# Compound activity (PubChem)
# hIAP block: human IAP inhibitors, primary screen, biochemical, luminescence, uHTS | Intestinal-type alkaline phosphatase (Homo sapiens), P09923 | purified IAP, CDP-Star luminescence, 30 min | inhibition, % at 10 µM | 0.12% of 330,000 active;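 active = inhibition reaching a set limit with compound at 10 µM in the primary screen, cut at about 35% in these data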;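 also: plate controls were DMSO wells with enzyme for no effect and no-enzyme buffer wells for full effect; values of inactives mirror those of a sister screen read the other way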
# Target sequence (P09923 whole entry, looked up): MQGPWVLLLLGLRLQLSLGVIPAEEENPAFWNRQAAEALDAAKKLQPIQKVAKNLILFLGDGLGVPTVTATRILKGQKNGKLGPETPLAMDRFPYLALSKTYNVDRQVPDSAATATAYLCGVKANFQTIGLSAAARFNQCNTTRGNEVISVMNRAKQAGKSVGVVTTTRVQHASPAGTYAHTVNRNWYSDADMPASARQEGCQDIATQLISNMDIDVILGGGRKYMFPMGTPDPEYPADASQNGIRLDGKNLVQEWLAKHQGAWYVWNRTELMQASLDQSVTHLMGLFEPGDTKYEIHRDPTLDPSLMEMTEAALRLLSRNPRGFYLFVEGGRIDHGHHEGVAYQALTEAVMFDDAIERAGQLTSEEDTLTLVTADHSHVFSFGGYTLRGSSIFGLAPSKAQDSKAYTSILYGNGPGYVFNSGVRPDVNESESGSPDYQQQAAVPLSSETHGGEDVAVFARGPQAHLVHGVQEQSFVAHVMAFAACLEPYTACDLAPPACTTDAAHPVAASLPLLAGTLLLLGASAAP
# tim10-1 inh: growth inhibitors of tim10-1 mutant yeast, primary screen, luminescence, uHTS; S. cerevisiae tim10-1 ts strain growth, BacTiter-Glo, 24 h; inhibition, % at 20 µM; 2.2% of 330,000 active; AID 463190, 2010;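 active = inhibition of at least 40%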;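 also: mutant grown at 25 °C; 0% = DMSO wells with yeast and 100% = wells holding no yeast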
# mIAP block: inhibitors of mouse IAP, primary screen, biochemical, luminescence, uHTS. intestinal alkaline phosphatase [Mus musculus]. purified mouse IAP, CDP-Star luminescence, 30 min. inhibition, % at 10 µM. 0.2% of 330,000 active. AID 2806, 2010;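 active = inhibition of at least 40% at 10 µM in the primary screen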;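 also: plate controls were DMSO with enzyme for no effect and no enzyme wells for full effect; values of inactives mirror those of a sister screen read the other way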
# NALP3 yeast inh: NALP3 inflammasome inhibitors in reconstituted yeast, primary screen, luminescence, uHTS. Yeast reconstituted NLRP3/ASC/caspase-1, beta-gal luminescence, 24 h. inhibition, % at 10 µM. 0.39% of 330,000 active;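 active = inhibition of 50% or more; inactive = inhibition below 50%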;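 also: plate controls were induced DMSO wells for no effect and uninduced yeast grown without galactose for full effect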
# MIN6 prolif: inducers of MIN6 beta-cell proliferation, primary screen, ATP luminescence, uHTS. proliferation, % at 10 µM. 0.29% of 330,000 active. MIN6 cells proliferation, ATPlite luminescence, 48 h; cells starved in 0.2% serum; 100% = growth in 10% serum;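 active = compounds whose signal lies at least 3.5 SD above the mean of all wells on their plate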;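 also: 0% = DMSO-treated cells in low-serum medium and 100% = 10% serum control; some compounds called inactive have numbers as strong as hits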
# mIAP act: activators of mouse IAP, primary screen, biochemical, luminescence, uHTS; intestinal alkaline phosphatase [Mus musculus]; muIAP, CDP-Star luminescence, 30 min; active compounds read high; 1 = vehicle-only enzyme signal, 0 = enzyme-free wells; activation factor at 10 µM; 0.24% of 330,000 active;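 active = activation factor of at least 2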; also: the source names both 10 and 20 µM as test concentration; values of inactives mirror those of a sister screen read the other way
#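 System: mouse IAP enzyme. Reagent: CDP-Star chemiluminescent phosphatase substrate. Benchmarks: DMSO wells, no-enzyme wells. Times: 30 min enzyme-substrate-compound incubation at room temperature. Detection: luminescence from enzymatic CDP-Star hydrolysis. Doses: test compounds delivered from DMSO solution.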
# A3G deaminase: APOBEC3G DNA deaminase inhibitors, primary screen, biochemical, fluorescence, single-stranded DNA substrate, uHTS | AID 493012, 2011 | recombinant A3G, ssDNA deamination FAM/TAMRA fluorescence | DNA dC->dU-editing enzyme APOBEC-3G (Homo sapiens), Q9HC16 | inhibition, % at 20 µM | 0.28% of 330,000 active;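 active = inhibition of at least 40% at 20 µM, with no more than 30% in the related APOBEC3A deaminase screen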;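 also: plate controls were DMSO wells with A3G for no effect and wells lacking A3G enzyme for full effect; some compounds called inactive have numbers as strong as hits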
# A3A deaminase: APOBEC3A ssDNA deaminase inhibitors, primary screen, selectivity assay for APOBEC3G inhibitor project, biochemical, FAM/TAMRA oligo cleavage fluorescence; DNA dC->dU-editing enzyme APOBEC-3A (Homo sapiens), P31941; recombinant A3A, FAM/TAMRA ssDNA deamination fluorescence; inhibition, % at 20 µM; 0.41% of 330,000 active; AID 493011, 2011;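 active = at least 40% inhibition at 20 µM here, with at most 30% in a related deaminase screen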;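 also: plate controls were A3A with DMSO for no effect and wells lacking A3A enzyme for full effect; some results filed as inactive read as strong as hits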
# Target sequence (P31941 whole entry, looked up): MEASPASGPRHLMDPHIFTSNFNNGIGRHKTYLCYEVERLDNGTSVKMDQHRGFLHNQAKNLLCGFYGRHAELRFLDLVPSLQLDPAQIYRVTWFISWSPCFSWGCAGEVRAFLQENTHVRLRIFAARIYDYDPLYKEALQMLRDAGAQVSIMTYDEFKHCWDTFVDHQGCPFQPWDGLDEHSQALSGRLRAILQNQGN
# TIM10 inh: growth inhibitors of isogenic TIM10 control yeast, primary screen, counter-screen for tim10-1 yeast inhibitor project, luminescence, uHTS | S. cerevisiae TIM10 strain growth, BacTiter-Glo luminescence, 24 h | inhibition, % at 10 µM | 1.4% of 330,000 active | AID 463195, 2010;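 active = inhibition of 40% or more at the single tested concentration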;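 also: wild-type TIM10 isogenic control strain grown at permissive 25 °C; 0% = DMSO yeast wells and 100% = minimal medium wells without yeast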
# * hit, by the source's call.
Compound,hIAP block,tim10-1 inh,mIAP block,NALP3 yeast inh,MIN6 prolif,mIAP act,A3G deaminase,A3A deaminase,TIM10 inh
O=C1NC(=S)N/C1=C/c1cc([N+](=O)[O-])ccc1O,-6.0,7.8,25.7,23.2,0.6,0.743,-5.1,-0.1,7.6
Cc1cc(C(=O)N/N=C/c2ccc([N+](=O)[O-])s2)c2ccccc2n1,-20.7,31.6,16.2,3.2,-4.2,0.838,-5.0,-1.0,27.4
CSc1ccccc1NC(=O)c1cnc2sc(C)cn2c1=O,5.8,24.0,-1.0,30.6,-2.5,1.01,0.6,0.9,6.6
Cc1ccc(O)c(/C=N/NC(=O)c2[nH]ncc2Br)c1,-122.8,-7.3,20.6,7.9,0.0,0.794,-9.1,-2.5,16.5
CCOc1ccc(NC(=O)COc2ccc3c(c2)OCO3)cc1,-18.6,-34.9,-5.9,32.4,0.4,1.06,-0.1,-2.4,-23.1
Cc1cccc(C(=O)NCC(=O)OC(C)C(=O)Nc2ccc(Cl)cn2)c1 (stereo not drawn),1.8,-13.1,-11.9,8.0,4.6,1.12,11.8,1.8,-7.9
Cc1c(C(N)=O)sc2ncn(CC(=O)NCCc3ccccc3)c(=O)c12,1.2,4.7,1.5,19.6,-4.9,0.985,-2.9,4.1,-6.0
CCOC(=O)Cc1csc(NC(=O)CCSc2ccccc2)n1,-5.0,29.4,-4.1,21.4,-1.7,1.04,-5.5,5.4,18.2
CN1CCN(C(=O)c2cccn(Cc3cccc(Cl)c3)c2=O)CC1,6.2,13.2,-4.2,11.2,-4.2,1.04,0.5,3.4,-8.5
C[n+]1cccc(C(=O)N/N=C/c2ccc3c(c2)OCO3)c1,-2.0,3.0,-7.5,13.7,0.1,1.07,17.7,74.9*,-10.5
CCCC(C)NC(=O)C1CC(=O)N(CCc2ccc(F)cc2)C1 (stereo not drawn),-19.1,-2.6,-9.8,1.8,0.8,1.1,-3.9,-2.6,0.9
COC(=O)c1cc(=O)n(Cc2cccs2)c(=Nc2ccc(F)cc2)s1,-5.5,28.5,-3.6,8.3,-6.6,1.04,-8.1,-6.2,8.9
O=C(COC(=O)/C=C/c1ccc(OC(F)F)cc1)NC1CCCCC1,0.0,4.3,0.5,28.2,0.7,0.995,-1.0,1.4,8.9
CCOC(=O)C1=C(CS(=O)(=O)c2ccc(F)cc2)NC(=O)NC1c1ccc(O)c(O)c1 (stereo not drawn),12.3,0.4,12.5,10.6,-4.5,0.875,-3.4,-1.7,2.7
COc1ccc(NC(=O)N2CCN(S(C)(=O)=O)CC2)cc1,10.4,12.0,-4.4,11.5,-2.7,1.04,-3.8,-1.7,9.2
Cc1nc2ccc(S(=O)(=O)NCC(=O)N3CCC(N4CCCCC4)CC3)cc2s1,-11.2,-8.3,1.1,-0.5,2.1,0.989,-1.3,2.1,-3.9
Cc1ccnc(NC(=O)c2ccco2)n1,-7.7,-4.3,-4.0,14.4,-2.7,1.04,-5.1,0.5,-17.0
COc1ccc(CC(=O)NCC(=O)N/N=C/c2cc(Br)ccc2OC)cc1,-41.9,10.1,6.0,19.1,-1.3,0.94,-9.8,-1.8,14.2
COc1ccccc1C1C(C(=O)c2ccc(C)o2)=C(O)C(=O)N1c1cc(C)on1 (stereo not drawn),18.2,24.2,6.1,-7.2,5.2,0.939,-4.9,-7.5,-4.8
C/C(=N\NC(=O)c1ccc(CSc2nncn2C)cc1)c1ccc(C#N)cc1,-3.6,14.8,-4.8,-3.2,0.0,1.05,-6.5,-1.3,-11.3
CCCCN(C(=O)CSc1nnc(-c2ccc(Cl)cc2)o1)c1c(N)n(CC(C)C)c(=O)[nH]c1=O,-18.5,2.9,-14.5,14.5,-2.5,1.15,-3.5,12.6,7.7
O=C(CCCN1C(=O)/C(=C/c2ccccc2Cl)SC1=S)NNC(=O)c1ccncc1,-40.6,2.4,3.8,26.2,3.6,0.962,-10.1,-2.0,9.7
Cc1ccsc1CNC1C2CC3CC(C2)CC1C3 (stereo not drawn),10.0,16.5,-10.9,3.1,1.2,1.11,-6.1,-1.9,-10.0
O=C(C[C@@H]1C/C=C\CCC(=O)O[C@H](c2ccccc2)CNC1=O)N[C@H](CO)Cc1ccccc1,-2.0,-8.9,-31.0,-16.7,-2.0,1.31,-8.0,-3.7,3.5
C(=N\n1cnnc1)/C1CCCCC1,-22.6,27.6,-4.3,10.9,-4.1,1.04,-4.6,-8.2,12.1
COc1cccc(C(C(=O)NC(C)(C)C)N(Cc2ccc(F)cc2)C(=O)CCC(=O)Nc2cc(C)on2)c1OC (stereo not drawn),2.7,5.0,0.5,12.0,-1.9,0.995,4.5,1.0,-8.1
O=C(O)c1ccc(NS(=O)(=O)c2cccc(C(=O)Nc3ccc([N+](=O)[O-])cc3)c2)cc1,10.3,-14.2,8.6,15.4,-3.0,0.914,-7.5,-6.8,-0.4
CCC1(CC)C(=O)N(C)C(=O)NC1=Nc1ccccc1,2.3,1.9,12.4,3.8,1.6,0.876,-2.2,-1.5,10.4
COCc1c(C(=O)Nc2cccc(S(=O)(=O)N3CCCCC3)c2)oc2ccccc12,-21.7,21.2,14.5,-22.0,-4.8,0.855,3.3,2.4,17.5
Cn1c(=O)[nH]c(=O)c2c1nc(N1CCCCCC1)n2CCCSc1nc2ccccc2o1,-1.3,31.5,-8.8,7.6,-2.4,1.09,-0.7,3.5,11.8

# In another format: 2 of the compounds above.
# Results follow in this order: hIAP block	tim10-1 inh	mIAP block	NALP3 yeast inh	MIN6 prolif	mIAP act	A3G deaminase	A3A deaminase	TIM10 inh
- Cc1ccsc1CNC1C2CC3CC(C2)CC1C3 (stereo not drawn)
    10.0	16.5	-10.9	3.1	1.2	1.11	-6.1	-1.9	-10.0
- O=C(C[C@@H]1C/C=C\CCC(=O)O[C@H](c2ccccc2)CNC1=O)N[C@H](CO)Cc1ccccc1
    -2.0	-8.9	-31.0	-16.7	-2.0	1.31	-8.0	-3.7	3.5

# Further results follow:
Compound,hIAP block,tim10-1 inh,mIAP block,NALP3 yeast inh,MIN6 prolif,mIAP act,A3G deaminase,A3A deaminase,TIM10 inh
CC(=O)N1CCN(S(=O)(=O)c2ccc(S(=O)(=O)N3CCCC(C)C3)cc2)CC1 (stereo not drawn),25.3,14.5,6.1,13.5,0.0,0.939,-7.1,-2.6,0.8
Cc1cc(Br)ccc1-n1[nH]c(C)c(C=Nc2cccc3nsnc23)c1=O,5.3,17.6,19.0,8.5,-0.2,0.81,-4.8,-0.9,9.5
O=C(CCCO)N/N=C/c1ccccc1[N+](=O)[O-],9.0,8.0,13.7,3.3,2.1,0.863,-0.9,1.8,-0.3
Cc1ccc(-c2ccc(CCC(=O)O)n2-c2ccc(O)cc2)cc1,2.0,11.5,-5.2,21.2,-0.9,1.05,-1.5,5.2,0.4
COc1ccc(CNC(=O)c2cnn3c(C(F)F)cc(C)nc23)cc1,-8.6,15.2,-1.0,0.7,-1.9,1.01,-0.8,-0.2,9.3
NS(=O)(=O)c1ccc(CNC(=O)c2cc(=O)c3cc(Cl)ccc3o2)cc1,16.1,-9.5,0.9,1.0,-2.6,0.991,-9.9,-4.4,6.7
CC(C)Cc1nc2n[nH]c(N)c2c2c1CCCC2,-33.4,8.0,-9.0,8.6,1.7,1.09,-1.8,0.0,-7.8
CC(C)C[C@H](NC(=O)c1[nH]cnc1C(=O)Nc1ccc(CNC(=O)OC(C)(C)C)cc1)C(=O)OCc1ccccc1,-41.0,18.4,10.3,15.3,-7.7,0.897,-2.8,-2.1,19.7
O=C(O)C(F)=C(c1ccccc1)c1ccccc1,0.5,-14.6,-4.0,-4.5,-0.6,1.04,-6.9,-3.0,-25.8
Cc1ccc(/C(N)=N/OC(=O)c2ccc3c(c2)OCO3)cc1,0.7,55.8*,1.1,27.1,0.0,0.989,-7.4,3.3,63.1*
COCCCN=C(c1ccco1)n1c(=S)nc(-c2ccco2)n(CCCOC)c1=S,-16.4,22.5,11.8,2.2,-1.9,0.882,-2.4,-4.3,19.6
COCCn1c(Cc2ccccc2)nnc1SCC(=O)NC1CCCCC1,-15.2,19.1,-2.7,15.1,-3.2,1.03,-8.3,-5.6,-10.8
CC/C(=N\NC(=O)c1csc(C)c1C)c1cccs1,-10.3,21.0,-7.9,21.6,0.0,1.08,-3.4,0.8,34.8
Cc1nnc(SCC(=O)Nc2nc(C(C)(C)C)cs2)s1,-3.1,18.2,1.5,9.3,-3.2,0.985,-4.0,2.0,3.8
CCOC(=O)C1=C(C)NC(=O)NC1,-9.6,0.8,0.4,5.3,-2.8,0.996,-5.6,1.9,1.3
CCCCn1c(CCC(=O)O)nc2cc(S(=O)(=O)N(C)C)ccc21,4.7,6.4,-1.9,7.6,-1.0,1.02,-2.8,3.0,1.4
CCOc1ccccc1NC(=O)CN1C(=O)CSC(C)C1=O (stereo not drawn),10.5,5.2,-4.5,1.5,-2.0,1.04,-5.5,-3.0,-9.5
Cc1ccc(C(=O)N2CCSCC2)cc1,5.9,-6.5,10.3,3.8,4.2,0.897,-6.4,-3.0,-2.1
COc1ccc(N2CCN(C(c3cc(OC)ccc3OC)c3nnnn3Cc3ccco3)CC2)cc1 (stereo not drawn),-4.0,34.3,31.1,7.6,-0.1,0.689,-6.5,0.9,22.0
COc1ccc(CN2C(=O)NC3(CCCCC3)C2=O)cc1F,17.9,12.0,-0.4,10.0,-0.7,1,-1.6,-0.1,2.2
C=CCOC(=O)C1=C[C@@H](c2ccc(C(F)(F)F)cc2)C[C@@H](OCCCCO)O1,3.4,24.7,5.2,4.5,-2.6,0.948,-4.9,-2.3,22.3
O=C(NCC1CCCCC1)c1cc(S(=O)(=O)N2CCOCC2)ccc1F,0.6,15.1,-4.0,-0.9,-2.5,1.04,-5.9,-1.7,-0.3
O=C(CC(C(=O)O)c1ccc(F)cc1)c1ccc(Cl)cc1 (stereo not drawn),-5.2,11.8,-4.2,11.4,-2.2,1.04,0.1,0.2,1.0
Cc1cc(C)nc(Sc2ncnc(N)c2[N+](=O)[O-])n1,1.8,21.1,13.0,1.4,-6.1,0.87,-9.2,0.3,34.1
CCOC(=O)c1c(NC(=O)CSc2nnc(CNc3ccc(F)cc3)o2)sc(C)c1C,-9.1,22.1,2.8,5.1,-5.0,0.972,2.4,2.2,2.0
CCCCC1C2C(=O)N(c3ccc(C)cc3)C(=O)C2ON1c1ccccc1 (stereo not drawn),1.3,15.7,1.2,2.4,0.0,0.988,-6.4,-1.6,7.2
COC(=O)c1ccc(-c2noc(CN(C)CC3CCCCO3)n2)cc1 (stereo not drawn),-14.8,3.7,-6.2,-6.1,0.4,1.06,-5.8,-5.4,-11.7

# Not a hit list; about 4.6% have a hit in one of these screens.
